GRIN3A LBD mod: binders of NR3A ligand-binding domain, primary screen, biophysical, differential scanning fluorimetry, uHTS; AID 1259313, 2017; Tm shift relative to glycine control, % at 25 µM; actives 2.5% (n = 340,000); Glutamate receptor ionotropic, NMDA 3A (GRIN3A) ligand-binding domain; NR3A LBD differential scanning fluorimetry, Tm shift; 0% = protein alone, 100% = glycine-bound protein;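 active means melting temperature shift of at least 10% of the positive control shift, at one fixed dose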
mIAP inh: inhibitors of mouse IAP, primary screen, biochemical, luminescence, uHTS | purified mouse IAP, CDP-Star luminescence, 30 min | inhibition, % at 10 µM | actives 0.2% (n = 330,000) | AID 2806, 2010;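 active means inhibition of at least 40% at 10 µM in the primary screen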;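 further: plate controls were DMSO with enzyme for no effect and no enzyme wells for full effect; values of inactives mirror those of a sister screen read the other way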
MIN6 prolif: inducers of MIN6 beta-cell proliferation, primary screen, ATP luminescence, uHTS. MIN6 cells proliferation, ATPlite luminescence, 48 h; cells starved in 0.2% serum; 100% = growth in 10% serum. AID 2380, 2010. proliferation, % at 10 µM. actives 0.29% (n = 330,000);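 active means compounds whose signal lies at least 3.5 SD above the mean of all wells on their plate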;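 further: 0% = DMSO-treated cells in low-serum medium and 100% = 10% serum control; some compounds called inactive have numbers as strong as hits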
hIAP block: human IAP inhibitors, primary screen, biochemical, luminescence, uHTS. inhibition, % at 10 µM. purified IAP, CDP-Star luminescence, 30 min. actives 0.12% (n = 330,000). Intestinal-type alkaline phosphatase (Homo sapiens), P09923;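 active means inhibition reaching a set limit with compound at 10 µM in the primary screen, cut at about 35% in these data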;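 further: plate controls were DMSO wells with enzyme for no effect and no-enzyme buffer wells for full effect; values of inactives mirror those of a sister screen read the other way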
APOBEC3G inh: APOBEC3G DNA deaminase inhibitors, primary screen, biochemical, fluorescence, single-stranded DNA substrate, uHTS. DNA dC->dU-editing enzyme APOBEC-3G (Homo sapiens), Q9HC16. recombinant A3G, ssDNA deamination FAM/TAMRA fluorescence. inhibition, % at 20 µM. actives 0.28% (n = 330,000). AID 493012, 2011;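 active means inhibition of at least 40% at 20 µM, with no more than 30% in the related APOBEC3A deaminase screen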;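 further: plate controls were DMSO wells with A3G for no effect and wells lacking A3G enzyme for full effect; some compounds called inactive have numbers as strong as hits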
Target sequence (Q9HC16 whole entry, looked up): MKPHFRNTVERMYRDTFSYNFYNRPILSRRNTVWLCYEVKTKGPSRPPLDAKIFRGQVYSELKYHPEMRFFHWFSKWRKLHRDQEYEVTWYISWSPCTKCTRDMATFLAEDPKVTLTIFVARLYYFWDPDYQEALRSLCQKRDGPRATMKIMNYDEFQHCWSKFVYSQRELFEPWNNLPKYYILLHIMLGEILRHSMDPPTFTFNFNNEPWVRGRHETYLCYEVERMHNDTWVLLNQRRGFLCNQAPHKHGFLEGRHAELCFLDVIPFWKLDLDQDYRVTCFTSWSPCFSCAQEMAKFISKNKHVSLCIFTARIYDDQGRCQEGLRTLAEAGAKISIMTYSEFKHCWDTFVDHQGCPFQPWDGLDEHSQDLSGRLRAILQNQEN
mIAP act: activators of mouse IAP, primary screen, biochemical, luminescence, uHTS; intestinal alkaline phosphatase [Mus musculus]; muIAP, CDP-Star luminescence, 30 min; active compounds read high; 1 = vehicle-only enzyme signal, 0 = enzyme-free wells; activation factor at 10 µM; actives 0.24% (n = 330,000); AID 2805, 2010;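 active means activation factor of at least 2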; further: the source names both 10 and 20 µM as test concentration; values of inactives mirror those of a sister screen read the other way
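Assay system: mouse IAP enzyme / Compound: DMSO-dissolved test compounds / Timing: 30 min, room temperature / Measured by: luminescence from enzymatic CDP-Star hydrolysis / Control set: DMSO-only wells, enzyme-free buffer wells as negative control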
APOBEC3A inh: APOBEC3A ssDNA deaminase inhibitors, primary screen, selectivity assay for APOBEC3G inhibitor project, biochemical, FAM/TAMRA oligo cleavage fluorescence. DNA dC->dU-editing enzyme APOBEC-3A (Homo sapiens), P31941. recombinant A3A, FAM/TAMRA ssDNA deamination fluorescence. inhibition, % at 20 µM. actives 0.41% (n = 330,000). AID 493011, 2011;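 active means at least 40% inhibition at 20 µM here, with at most 30% in a related deaminase screen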;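 further: plate controls were A3A with DMSO for no effect and wells lacking A3A enzyme for full effect; some results filed as inactive read as strong as hits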
Target sequence (P31941 whole entry, looked up): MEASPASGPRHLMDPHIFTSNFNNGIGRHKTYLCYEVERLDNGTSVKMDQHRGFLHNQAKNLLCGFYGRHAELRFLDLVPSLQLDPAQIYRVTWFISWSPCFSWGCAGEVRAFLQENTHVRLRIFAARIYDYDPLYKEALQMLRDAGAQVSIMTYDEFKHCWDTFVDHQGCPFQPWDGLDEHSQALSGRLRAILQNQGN
hIAP activ: human IAP activators, primary screen, biochemical, luminescence, uHTS | Intestinal-type alkaline phosphatase (Homo sapiens), P09923 | purified human IAP, CDP-Star luminescence, 30 min; active compounds read high; 1 = vehicle-only enzyme, 0 = enzyme-free background | activation factor at 10 µM | actives 0.16% (n = 330,000) | AID 2524, 2010;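 active means activation factor of the enzyme at least 2-fold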; further: the source names both 10 and 20 µM as test concentration; values of inactives mirror those of a sister screen read the other way
MPTP block: mitochondrial permeability transition pore inhibitors, primary screen, biochemical, isolated mouse mitochondria, absorbance; Ca2+ swelling absorbance, 30 min; inhibition, % at 10 µM; actives 1.4% (n = 360,000); AID 602449, 2012;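 active means inhibition of 50% or more, scaled per plate between neutral and stimulator controls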;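 further: 0% = DMSO wells given calcium and 100% = 1 mM EGTA wells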
An asterisk follows results filed as active; . = not tested or not shown.

Molecule	GRIN3A LBD mod	mIAP inh	MIN6 prolif	hIAP block	APOBEC3G inh	mIAP act	APOBEC3A inh	hIAP activ	MPTP block
O=C(O)c1ccccc1C1=Nc2ccc(O)cc2Oc2cc(O)ccc21	2	16	1	-20	-8	0.83	8	1.2	0.1
CCCCCCCCCC(=O)NNC(=O)c1c(O)c2ccccc2n(CC)c1=O	-11	-2	-4	-2	1	1	1	1	12
COC(C(=O)Nc1cccc(F)c1)c1ccccc1 (stereo not given)	1	-3	-1	-4	-5	1	0	1	-3.0
Cc1ccc2nc(-c3ccc(NC(=O)c4ccco4)cc3)[nH]c2c1	31*	10	-6	13	-9	0.91	-5	0.87	-1.6
CCCOc1ccc(N2CC(C(=O)NC(C)C)CC2=O)cc1 (stereo not given)	2	6	1	3	1	0.94	6	0.97	-0.2
O=C1Nc2cccnc2N(C(=O)CCl)c2ccccc21	2	-2	-4	-6	-7	1	-1	1.1	0.3
Cn1nnnc1SCC(=O)NCc1cc([N+](=O)[O-])ccc1O	-2	0	-1	12	-3	1	1	0.88	-0.4
Cc1c(Cl)cnc(NC(=O)COC(=O)c2ccc(S(=O)(=O)NCc3ccco3)cc2)c1Cl	-4	4	0	1	8	0.96	21	0.99	2.3
O=C(COC(=O)C1CC(=O)N(Cc2ccccc2)C1)Nc1ccccc1F (stereo not given)	-3	4	-1	-17	-7	0.96	3	1.2	0.0
CCNC(=O)CC1C(=O)N(c2ccc(F)cc2)C(=S)N1CCc1ccncc1 (stereo not given)	0	2	-4	10	-7	0.98	-5	0.9	-1.2
O=C(Cc1coc2ccc3ccccc3c12)Nc1nccs1	-13	-7	-1	-4	-8	1.1	-7	1	0.4
COCCNS(=O)(=O)c1cc(Br)ccc1OC	0	6	-2	13	-8	0.94	-4	0.87	-2.3
CC1CCN(C(c2ccc(N(C)C)cc2)c2nnnn2C(C)(C)C)CC1 (stereo not given)	0	4	1	13	1	0.96	-1	0.87	1.3
Cc1ccc(OCC(=O)NN=C2C3CC4CC(C3)CC2C4)cc1	0	-7	1	-3	-3	1.1	1	1	-2.2
Cc1ccc(CSCCNC(=O)c2ccc(C)cc2)cc1	-4	-3	-2	-8	-6	1	1	1.1	3.4
C[C@@H](C(=O)N1CCN(C(=O)OC(C)(C)C)CC1)n1cc(-c2cn([C@@H](C)C(=O)N3CCN(C(=O)OC(C)(C)C)CC3)nn2)nn1	.	0	3	17	-11	1	-4	0.83	.
CNC(=O)COc1cccc(C(=O)NCc2ccccc2)c1	0	-1	0	7	-6	1	-1	0.93	-0.9
CC/C(=N\O)C(C)(C)/[N+]([O-])=C/c1ccc(Br)cc1	1	1	0	15	-7	0.99	-3	0.85	-0.8
OCC[C@@H]1C[C@H](O)[C@@H](O)[C@]2(Cc3ccccc3CO2)O1	0	-4	2	-4	-8	1	0	1	-3.0
CCOC(=O)Cn1nc(C)c([N+](=O)[O-])c1C	1	-3	-4	7	-1	1	2	0.93	-2.3
CCn1cc2nc(SCC(=O)Nc3ccccc3F)n(Cc3ccccc3)c(=O)c2n1	-1	-1	3	-33	0	1	-1	1.3	-1.9
COCCNC(=O)C(c1cccc(OC)c1)N(Cc1cccs1)C(=O)Cn1nnc2ccccc21 (stereo not given)	0	-2	2	8	1	1	3	0.92	2.0
O=C1c2ccccc2C(=O)N1CCc1csc(-c2cccc(F)c2)n1	3	8	-2	4	-4	0.92	-1	0.96	0.1
COc1ccc(C(=O)Nc2ccc(S(=O)(=O)Nc3onc(C)c3C)cc2)c(OC)c1	-1	1	-1	-11	-11	0.99	-4	1.1	-1.1
Cc1ccccc1COc1ccc2oc(C)c(C(=O)O)c2c1	-2	-8	-2	-3	-6	1.1	-5	1	2.8
CCCn1cc(CN2CCCC(C(=O)c3cccc(OC(C)C)c3)C2)c(C)n1 (stereo not given)	-1	8	-2	10	1	0.92	1	0.9	4.0
COc1ccc(C(=O)NCc2ccc3c(c2)cc(C)n3C)cc1OC	-1	-2	5	4	-2	1	-4	0.96	1.7
CNC(=O)[C@@H]1CCC(=O)N1	1	-1	-4	-4	-11	1	-5	1	0.5
O=C(Nc1ccccc1N1CCOCC1)c1cc(Br)c(Br)s1	0	9	0	14	-9	0.91	2	0.86	-2.3
CC1(C)Oc2ccc3ccc(=O)oc3c2C[C@H]1O	-1	5	5	7	-4	0.95	-1	0.93	-0.4
CC(=O)Nc1ccc(SCC(=O)OCC(=O)NC(=O)NCc2ccco2)cc1	0	-1	-3	-1	-1	1	2	1	0.0
O=C(CSCc1nc2c(nnn2Cc2ccc(F)cc2)c(=O)[nH]1)Nc1cccc(C(F)(F)F)c1	-2	7	-3	5	-10	0.93	-4	0.95	1.1
CC(=O)Nc1ccc(S(=O)(=O)Nc2nc3ccccc3s2)cc1	-8	-5	-2	1	0	1.1	1	0.99	-0.5
Cc1cccc(CN2CCN(C(=O)CN(C)C(C)C(=O)Nc3ccc(C(N)=O)cc3)CC2)c1 (stereo not given)	-3	7	1	2	-4	0.93	-3	0.98	-2.4
CC(=O)c1cc(-c2ccc(F)cc2)n(CC(=O)NCc2cccs2)c1C	0	-10	-1	-3	-7	1.1	-4	1	1.2
Cc1cc(Cl)ccc1NC(=O)C1COc2ccccc2O1 (stereo not given)	-3	-6	3	-8	1	1.1	-3	1.1	0.2
NC(=O)Cc1ccc(C(=O)c2ccccc2)s1	0	0	1	2	-3	1	-1	0.98	-1.5
COc1cccc(-c2nc(N3CC(C)CC(C)C3)c3ccccc3n2)c1O (stereo not given)	1	6	-3	18	-6	0.94	-3	0.82	4.7
C=CCN1C(=O)C(CC(=O)Nc2ccccc2)N(Cc2ccccn2)C1=S (stereo not given)	8	6	-2	24	-11	0.94	0	0.76	1.1
O=C(CCc1nc(-c2ccc(Cl)cc2)no1)NCc1ccccc1CN1CCOCC1	1	-4	-5	3	3	1	-1	0.97	0.8
COc1ccccc1OCC(=O)Nc1ccc(N2CCOCC2)cc1N1CCOCC1	1	3	2	5	-2	0.97	-1	0.95	-1.0
CC1CC(C)CN(C(=O)/C=C/c2ccc(S(=O)(=O)N3CCOCC3)cc2)C1 (stereo not given)	-4	-10	-2	-2	-9	1.1	-2	1	-0.3
COc1ccccc1C(CNC(=O)C1COc2ccccc2O1)N1CCCC1 (stereo not given)	1	1	-1	-1	5	0.99	6	1	-0.5
COc1cc(-c2nc3ccccn3c2/N=C/c2cccc(OC)c2O)ccc1O	-3	9	-2	6	-3	0.91	-1	0.94	2.9
CCCCC[C@H](O)/C=C/[C@@H]1[C@@H](CCCCCCC(=O)O)[C@@H](O)C[C@H]1O	1	5	0	6	-5	0.95	-3	0.94	-5.1
CCCCN(C(=O)Cn1nnc2ccccc21)C(C(=O)NCCOC)c1ccc(OC)cc1OC (stereo not given)	3	1	2	12	-5	0.99	-3	0.88	-0.4
COc1ccc(S(=O)(=O)N(c2onc(C)c2Cl)S(=O)(=O)c2ccc(OC)cc2)cc1	-1	-1	0	-13	-2	1	-3	1.1	-0.1
CCCOc1cccc(NC(=O)OC2CCN(C)CC2)c1	-1	0	1	6	-2	1	2	0.94	-0.2
Cc1ccccc1C(OCCN(C)C)C1CCCCC1 (stereo not given)	0	-6	0	-7	-4	1.1	15	1.1	3.2

Four records drawn at random from the list so far, as already listed:
Molecule	GRIN3A LBD mod	mIAP inh	MIN6 prolif	hIAP block	APOBEC3G inh	mIAP act	APOBEC3A inh	hIAP activ	MPTP block
COc1cc(-c2nc3ccccn3c2/N=C/c2cccc(OC)c2O)ccc1O	-3	9	-2	6	-3	0.91	-1	0.94	2.9
O=C(CCc1nc(-c2ccc(Cl)cc2)no1)NCc1ccccc1CN1CCOCC1	1	-4	-5	3	3	1	-1	0.97	0.8
CCCn1cc(CN2CCCC(C(=O)c3cccc(OC(C)C)c3)C2)c(C)n1 (stereo not given)	-1	8	-2	10	1	0.92	1	0.9	4.0
COc1ccc(S(=O)(=O)N(c2onc(C)c2Cl)S(=O)(=O)c2ccc(OC)cc2)cc1	-1	-1	0	-13	-2	1	-3	1.1	-0.1

Among those listed so far, two have a nitro group on carbon:
Molecule	GRIN3A LBD mod	mIAP inh	MIN6 prolif	hIAP block	APOBEC3G inh	mIAP act	APOBEC3A inh	hIAP activ	MPTP block
Cn1nnnc1SCC(=O)NCc1cc([N+](=O)[O-])ccc1O	-2	0	-1	12	-3	1	1	0.88	-0.4
CCOC(=O)Cn1nc(C)c([N+](=O)[O-])c1C	1	-3	-4	7	-1	1	2	0.93	-2.3

Compound activity from PubChem BioAssay.

Random draw from the library (roughly 5% active in at least one column).
